Compound activity as filed in PubChem BioAssay.
NPY Y2 blocker – antagonists of human neuropeptide Y receptor Y2 | P49146 | NPY-Y2 expressing cells, antagonist mode | inhibition, % at 2.7 µM | hit rate 0.99% among 140,000; in the data active = inhibition above about 17%;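 also: 0% = vehicle with agonist challenge and 100% = reference antagonist with challenge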
Target sequence (P49146 whole entry, looked up): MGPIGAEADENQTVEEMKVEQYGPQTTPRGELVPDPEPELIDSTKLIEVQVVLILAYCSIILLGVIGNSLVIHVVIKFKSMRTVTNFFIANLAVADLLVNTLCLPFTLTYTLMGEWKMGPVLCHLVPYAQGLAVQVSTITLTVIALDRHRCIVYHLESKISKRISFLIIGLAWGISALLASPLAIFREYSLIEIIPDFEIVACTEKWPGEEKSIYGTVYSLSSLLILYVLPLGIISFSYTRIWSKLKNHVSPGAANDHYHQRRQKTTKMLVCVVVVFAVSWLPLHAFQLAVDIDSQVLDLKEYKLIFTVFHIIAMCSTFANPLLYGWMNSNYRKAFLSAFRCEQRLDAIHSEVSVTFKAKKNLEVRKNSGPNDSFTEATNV
GALR2 antag – blocks the human galanin receptor 2. GALR2-expressing cells, antagonist mode. inhibition, % at 4 µM. hit rate 0.39% among 140,000. AID 828; in the data active = inhibition above about 27%;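 also: cells stimulated with galanin 1-16 at roughly its EC80; 0% = agonist challenge control and 100% = basal control without agonist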
Target sequence (O43603 whole entry, looked up): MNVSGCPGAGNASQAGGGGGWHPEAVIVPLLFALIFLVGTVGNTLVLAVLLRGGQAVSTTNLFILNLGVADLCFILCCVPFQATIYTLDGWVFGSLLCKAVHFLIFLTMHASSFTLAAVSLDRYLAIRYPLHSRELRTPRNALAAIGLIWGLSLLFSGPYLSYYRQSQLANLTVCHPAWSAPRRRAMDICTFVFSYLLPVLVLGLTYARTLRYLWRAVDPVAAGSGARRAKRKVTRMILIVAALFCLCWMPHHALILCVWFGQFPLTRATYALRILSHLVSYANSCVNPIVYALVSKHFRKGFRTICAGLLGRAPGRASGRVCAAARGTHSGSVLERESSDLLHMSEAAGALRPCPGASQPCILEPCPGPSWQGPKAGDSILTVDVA
MRP1 act – activates MRP-1; H69AR cells + doxorubicin, viability rescue, CellTiter-Glo; viability increase, % at 10 µM; hit rate 0.61% among 140,000; AID 799;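 active = viability gain under doxorubicin at or above a set limit, the compound median plus 3 SD, cut at about 4.7% in these data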;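 also: MRP-1 overexpressing cells given doxorubicin 25 µM after compound pretreatment; 18-22 h compound pretreatment then 72 h with doxorubicin before readout; 0% = doxorubicin-only wells and 100% = vehicle-treated cells without doxorubicin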
HCT116 bCat-KO – beta-catenin-lacking colon tumor cell growth suppression; HCT116 beta-catenin knockout viability, CellTiter-Glo, 60 h; stronger effect = lower value; viability, % at 10 µM; hit rate 1.5% among 140,000; AID 818;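 active = viability at or under a set limit, the compound median less 4 SD, cut at about 6% in these data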;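 also: 0% = Hyamine 1622 control at 20 µM and 100% = untreated cell control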
E-sel TNF inh – TNF alpha driven E-selectin expression inhibition; hit rate 0.71% among 120,000; HUVEC TNFa-induced E-selectin immunofluorescence, high content; AID 1246; inhibition, % at 2 µM;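 active = inhibition above the batch mean plus 3 SD, and confirmed as a hit on visual image review, cut at about 43% in these data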;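 also: 0% = TNF-stimulated DMSO wells and 100% = unstimulated control wells; not every result past the cut was called active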
Yeast growth inh – reduces growth of yeast BB579 in restrictive medium; AID 804; hit rate 0.51% among 140,000; inhibition, % at 10 µM; S. cerevisiae BB579 growth, OD615, 48 h;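 active = inhibition above a set limit, 3 SD over the mean compound inhibition, cut at about 44% in these data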; also: inactives centre near -24
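controls = amphotericin B 10 µg/mL, positive | assay system = DeaD yeast strain BB579 | schedule = 48 h compound exposure at 30 °C after 4 h preincubation | detection = OD615 turbidity measurement | medium = restrictive CSMM-D medium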
PTEN del growth – PTEN-deleted cell growth suppression | HCT116 PTEN-null viability, CellTiter-Glo, 60 h; stronger effect = lower value | viability, % at 10 µM | hit rate 1.2% among 140,000 | AID 827;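 active = viability at or below a set limit, 4 SD under the median of all tested compounds, cut at about 3.7% in these data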;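 also: PTEN knockout HCT116 line with beta catenin targeted HCT116 as companion control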
Phagocyt inh – inhibitors of macrophage phagocytosis | J774A.1 macrophage IgG-bead phagocytosis, imaging | hit rate 0.07% among 110,000 | inhibition, % at 5 µM;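 active = inhibition above the mean of the plate negative controls plus 5 SD, cut at about 13% in these data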;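 also: phagocytic index as fraction of beads internalized from green versus red external bead signal; plate controls were DMSO negative control for no effect and cytochalasin-D positive control for full effect; some results beyond the cut were filed as inactive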
Yeast lifespan up – extends the lifespan of yeast; hit rate 0.68% among 130,000; inhibition of the nicotinamide effect, % at 10 µM; S. cerevisiae growth with nicotinamide, OD615; deaD strain in restrictive glucose medium; AID 775;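 active = inhibition above a set limit, placed 3 SD over the median of all compounds, cut at about 26% in these data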;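 also: 0% = nicotinamide-treated wells and 100% = cells grown without nicotinamide; some compounds called inactive have numbers as strong as hits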
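Test system – modified budding yeast, DeaD strain · Compound – single dose 10 µM compound, 0.25% DMSO · Times – culture preincubation 4 h, compound exposure 48 h, both 30 °C · Detection – optical density (absorbance) at 615 nm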
Measles CPE – protection of cells from measles virus. Measles virus-infected cells, CPE protection, absorbance. protection (pct of control), % at 4 µM. hit rate 1.5% among 140,000. AID 841; in the data active = protection mostly above about 24%, no sharp cut-off; inactive = mostly below about 26%; also: some compounds called inactive have numbers as strong as hits
An asterisk follows results filed as active; / = no result given.

1	O=C(Nc1ccc2ccccc2c1)c1onc2c1CCCC2
2	Cc1c(Cl)cccc1NC(=S)NNc1ncc(C(F)(F)F)cc1Cl
3	CC(=O)c1c(C)[nH]c(C(=O)OCC(=O)Nc2cc(Cl)ccc2[N+](=O)[O-])c1C
4	COc1ccc(-c2nnc(SCC(=O)N3CCc4ccccc4C3)o2)cc1
5	O=C(COc1ccc(S(=O)(=O)NC2CCCCC2)cc1)NCc1ccccn1
6	CCn1cc(C2=NOC(C(=O)Nc3ccc4c(c3)OCO4)C2)c(C)n1 (centres undefined)
7	CN1C(=O)NC(c2ccccc2)C2=C1CN(c1ccc3ccccc3c1)C2=O (centres undefined)
8	COC(=O)c1cc(C(=O)Nc2ccc(S(=O)(=O)NC(C)(C)C)cc2)cc([N+](=O)[O-])c1

compound no.	1	2	3	4	5	6	7	8
NPY Y2 blocker	5	1	13	10	6	2	1	-3
GALR2 antag	-11	3	25	-2	-13	-10	7	1
MRP1 act	-3.2	-2.0	-4.2	-1.2	-3.0	4.5	-2.6	-0.9
HCT116 bCat-KO	23	69	19	95	100	90	94	85
E-sel TNF inh	28	22	-43	-31	-3	/	41	28
Yeast growth inh	-1	-24	-40	10	-36	-12	-22	1
PTEN del growth	28	68	21	89	96	91	95	86
Phagocyt inh	/	0	-4	0	-1	2	2	-9
Yeast lifespan up	-29	-4	2	-10	-7	0	-12	0
Measles CPE	19	17	5	3	29	3	7	5

Another view of part of the listing above:
entry | canonical_smiles | NPY Y2 blocker | GALR2 antag | MRP1 act | HCT116 bCat-KO | E-sel TNF inh | Yeast growth inh | PTEN del growth | Phagocyt inh | Yeast lifespan up | Measles CPE
3 | CC(=O)c1c(C)[nH]c(C(=O)OCC(=O)Nc2cc(Cl)ccc2[N+](=O)[O-])c1C | 13 | 25 | -4.2 | 19 | -43 | -40 | 21 | -4 | 2 | 5
4 | COc1ccc(-c2nnc(SCC(=O)N3CCc4ccccc4C3)o2)cc1 | 10 | -2 | -1.2 | 95 | -31 | 10 | 89 | 0 | -10 | 3

More records.
9	C=CCn1c(COc2ccc(Cl)cc2)nnc1SCC(=O)N/N=C/c1cccc(O)c1
10	Cn1c(N)c(C(=O)COC(=O)Cc2ccsc2)c(=O)n(C)c1=O
11	CCOc1ccccc1C1C(C(=O)Nc2ccccc2OC)=C(C)Nc2nnnn21 (centres undefined)
12	Cc1oc2cc3oc(=O)c4c(c3cc2c1C)CCC4
13	COc1ccc(CN(C)CC(=O)Nc2ccc(N3CCOCC3)cc2)cc1OC
14	CC(C)C(=O)Nc1ccc2c(c1)oc1ccccc12
15	C=CCn1c(SCC#N)nc2ccccc2c1=O
16	COc1ccc(-c2cc(-c3ccc(OC)cc3)c(C#N)c(SC)n2)cc1

compound no.	9	10	11	12	13	14	15	16
NPY Y2 blocker	4	2	2	2	2	-2	2	4
GALR2 antag	-5	2	6	6	0	2	-8	1
MRP1 act	2.9	0.5	-1.7	-0.2	-1.1	-1.9	-1.9	-1.7
HCT116 bCat-KO	101	96	89	80	88	69	72	64
E-sel TNF inh	-7	-59	-4	/	-26	-13	/	-1
Yeast growth inh	-32	-7	-41	-29	-22	-33	-8	-14
PTEN del growth	91	98	95	89	88	82	87	64
Phagocyt inh	/	0	-1	0	6	-1	2	/
Yeast lifespan up	2	-9	-6	-26	-2	-10	-16	/
Measles CPE	6	3	42	8	20	2	4	3

Among those listed so far, these have a nitro group on carbon.
3	CC(=O)c1c(C)[nH]c(C(=O)OCC(=O)Nc2cc(Cl)ccc2[N+](=O)[O-])c1C
8	COC(=O)c1cc(C(=O)Nc2ccc(S(=O)(=O)NC(C)(C)C)cc2)cc([N+](=O)[O-])c1

compound no.	3	8
NPY Y2 blocker	13	-3
GALR2 antag	25	1
MRP1 act	-4.2	-0.9
HCT116 bCat-KO	19	85
E-sel TNF inh	-43	28
Yeast growth inh	-40	1
PTEN del growth	21	86
Phagocyt inh	-4	-9
Yeast lifespan up	2	0
Measles CPE	5	5

New compounds follow.
17	COc1cccc(NC(=O)[C@@H]2CCCN2C(=O)C2CCN(S(=O)(=O)c3ccc(C)cc3)CC2)c1
18	N#CCCCCN1c2cccc3cccc(c23)S1(=O)=O
19	O=C(O)Cc1ccc(C(=O)c2ccc(F)cc2)s1
20	Cc1cccc(-n2nc3c(c2NC(=O)c2ccc(S(=O)(=O)N4CCOCC4)cc2)CSC3)c1C
21	O=C(N/N=C/c1ccccc1Cl)c1n[nH]c2c1CCCC2
22	Cc1ccc(S(=O)(=O)n2nc(OC(=O)c3cccs3)cc2N)cc1
23	O=c1c(-c2ccc(O)cc2)coc2cc(OC3OC(CO)C(O)C(O)C3O)cc(O)c12 (centres undefined)
24	COC(=O)NCc1cc2cc(Cl)ccc2[nH]1

compound no.	17	18	19	20	21	22	23	24
NPY Y2 blocker	-1	0	7	0	1	2	1	0
GALR2 antag	-3	3	-12	-4	4	-3	-10	6
MRP1 act	0.5	-2.2	-0.7	-3.6	-1.1	0.9	-2.8	-3.7
HCT116 bCat-KO	76	103	94	35	51	103	69	90
E-sel TNF inh	20	-47	5	/	/	-15	15	-5
Yeast growth inh	-13	-31	-9	-17	-34	-7	-6	-8
PTEN del growth	80	98	92	63	52	103	66	89
Phagocyt inh	0	-2	/	0	6	/	/	/
Yeast lifespan up	-13	-15	-4	-17	5	16	1	-9
Measles CPE	7	16	6	19	5	5	22	12

25	COc1ccc(OCC(O)CNCc2ccco2)cc1 (centres undefined)
26	O=C(c1cccc(F)c1)N1CCN(C2CCCCC2)CC1
27	COc1ccc(CC(=O)Nc2ccc(C(=O)NC(C)(C)C)cc2)cc1
28	CC1(C)NC(=O)N(CN2C(=O)NC(C)(C)C2=O)C1=O
29	O=C(c1ccc(Cn2cc(Cl)cn2)o1)N1CCN(Cc2ccc3c(c2)OCO3)CC1
30	COc1ccc(C=O)cc1COc1c(F)c(F)cc(F)c1F
31	CCCC(=O)Nc1nc2ccc(C(=O)OCC)cc2s1
32	Cc1cccn2c(=O)c3cc(C(=O)NCCCn4ccnc4)n(C)c3nc12

compound no.	25	26	27	28	29	30	31	32
NPY Y2 blocker	2	3	0	7	4	4	2	0
GALR2 antag	18	3	1	5	3	0	4	8
MRP1 act	-0.3	-0.7	0.1	0.8	2.8	-3.6	0.6	-1.0
HCT116 bCat-KO	94	100	85	95	90	34	99	100
E-sel TNF inh	1	-27	2	-10	15	1	13	/
Yeast growth inh	-24	-54	-12	-11	-15	6	-3	-47
PTEN del growth	99	101	92	94	90	35	111	90
Phagocyt inh	0	0	-5	-1	0	-2	2	-2
Yeast lifespan up	-10	-4	7	-5	-2	-4	-6	-16
Measles CPE	4	25	7	23	9	25	2	5

33	O=C1c2sc3nc4n(c(=O)c3c2CCC1Br)CCCCC4 (centres undefined)
34	O=C(CSc1nnc(Cc2cc(=O)[nH]c(=O)[nH]2)n1-c1ccccc1)NCC1CCCO1 (centres undefined)
35	NC(N)=NC(N)=Nc1ccc(SC(F)(F)F)cc1
36	CCn1nc(C(=O)Nc2cccc(C(F)(F)F)c2)c(Cl)c1Cl
37	O=C(NCCN1CCOCC1)C1CCN(c2ncnc3c2sc2cccc(F)c23)CC1
38	Cc1cc(=O)[nH]c(-n2[nH]c(C)cc2=O)n1
39	Cc1ccc(SCCNC(=O)CN(c2ccc3c(c2)OCO3)S(C)(=O)=O)cc1
40	COc1cc(NC(=S)NCc2ccco2)cc(OC)c1OC

compound no.	33	34	35	36	37	38	39	40
NPY Y2 blocker	1	5	0	5	-1	0	4	2
GALR2 antag	10	-7	20	-26	4	-6	6	2
MRP1 act	-1.3	0.1	-1.5	1.3	-0.8	-2.3	-4.4	-3.3
HCT116 bCat-KO	20	93	90	95	81	88	99	94
E-sel TNF inh	/	1	18	10	-6	1	25	-5
Yeast growth inh	-74	9	-20	-77	-21	-36	-1	4
PTEN del growth	20	100	74	100	92	97	98	96
Phagocyt inh	/	1	1	-2	0	/	-1	-5
Yeast lifespan up	22	-2	-7	-9	-16	-22	-7	-1
Measles CPE	10	11	24*	12	12	14	17	7

41	O=C(Nc1nc(=O)c2ccccc2s1)c1ccc(F)cc1
42	Nc1ccc(-c2nc3c(Cl)cc(N)cc3[nH]2)cc1
43	O=C(/C=C/c1ccc2c(c1)OCO2)Nc1cc(S(=O)(=O)N2CCOCC2)ccc1N1CCOCC1
44	Nc1c(C(=O)NCc2ccco2)c2nc3ccccc3nc2n1CCc1ccccc1F
45	CN1CCC(OC(=O)C23CCC(C)(C(=O)O2)C3(C)C)CC1 (centres undefined)
46	Cc1c(C(=O)N(Cc2cccs2)C2CCS(=O)(=O)C2)oc2ccccc12 (centres undefined)
47	CCOC(=O)COc1ccc(C2NC(C(=O)O)CS2)cc1 (centres undefined)
48	COc1cc(N)cc(NC(=O)c2ccncc2)c1
49	O=C(Oc1cc(-c2ccccc2)no1)c1ccc(F)cc1
50	O=C(Nc1ccccc1)c1ccc(NCCN2CCOCC2)c(S(=O)(=O)N2CCOCC2)c1
51	CCCSCCCNC(=O)c1cc2c(s1)CS(=O)(=O)C2

compound no.	41	42	43	44	45	46	47	48	49	50	51
NPY Y2 blocker	-1	1	1	1	4	4	0	0	1	4	1
GALR2 antag	12	1	19	-13	0	0	-1	-5	-3	5	-5
MRP1 act	-3.7	-0.3	-4.5	-5.3	-1.3	-1.2	-1.3	-1.5	-0.6	-4.3	-1.7
HCT116 bCat-KO	79	88	78	77	100	79	109	100	97	106	96
E-sel TNF inh	14	-8	-20	2	-5	2	-56	-13	20	-15	-14
Yeast growth inh	-14	-43	-17	-30	-34	-8	-30	11	-15	-12	-9
PTEN del growth	71	90	92	72	90	69	107	93	92	97	97
Phagocyt inh	/	-1	-1	-1	0	-1	-1	-1	0	0	0
Yeast lifespan up	/	11	-2	-5	-5	-5	-4	-10	11	-2	-18
Measles CPE	4	2	5	0	5	3	2	6	11	8	3
